OX1R antag: OX1R (HCRTR1) antagonists, primary screen, fluorescence, CHO/OX1R cells, Fluo-8 calcium, orexin A | AID 434989, 2010 | inhibition, % at 5 µM | Fluo-8 calcium fluorescence | hit rate 0.43% among 330,000 | Orexin/Hypocretin receptor type 1 (Homo sapiens), O43613;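 active means inhibition above its plate's threshold, mean inhibition of all tested compounds on the plate plus 3 SD, cut at about 37% in these data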;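 further: 0% = orexin A challenge wells and 100% = SB-334867-A antagonist wells; not every result past the cut was called active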
Target sequence (O43613 whole entry, looked up): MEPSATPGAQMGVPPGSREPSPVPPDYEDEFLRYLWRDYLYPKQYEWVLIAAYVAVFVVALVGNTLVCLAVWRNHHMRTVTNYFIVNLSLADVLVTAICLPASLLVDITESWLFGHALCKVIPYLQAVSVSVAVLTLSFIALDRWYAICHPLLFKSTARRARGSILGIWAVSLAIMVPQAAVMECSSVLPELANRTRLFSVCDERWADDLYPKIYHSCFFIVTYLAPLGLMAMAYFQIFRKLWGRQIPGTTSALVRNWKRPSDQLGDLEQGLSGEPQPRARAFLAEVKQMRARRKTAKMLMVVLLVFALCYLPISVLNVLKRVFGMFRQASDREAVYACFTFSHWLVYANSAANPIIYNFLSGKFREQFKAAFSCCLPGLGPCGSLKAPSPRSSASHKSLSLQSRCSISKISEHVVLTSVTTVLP
CHT PAM: CHT positive allosteric modulators, primary screen, cell-based, membrane potential dye, choline EC20; CHT-expressing cells; hits give high values; LV-AA mutant CHT in HEK293 cells; B-score at 10 µM; hit rate 0.49% among 310,000; AID 488977, 2010;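 active means initial fluorescence not abnormally high and integrated response B-score, plate-corrected, over 3 SD above library mean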
Target sequence (Q9GZV3 whole entry, looked up): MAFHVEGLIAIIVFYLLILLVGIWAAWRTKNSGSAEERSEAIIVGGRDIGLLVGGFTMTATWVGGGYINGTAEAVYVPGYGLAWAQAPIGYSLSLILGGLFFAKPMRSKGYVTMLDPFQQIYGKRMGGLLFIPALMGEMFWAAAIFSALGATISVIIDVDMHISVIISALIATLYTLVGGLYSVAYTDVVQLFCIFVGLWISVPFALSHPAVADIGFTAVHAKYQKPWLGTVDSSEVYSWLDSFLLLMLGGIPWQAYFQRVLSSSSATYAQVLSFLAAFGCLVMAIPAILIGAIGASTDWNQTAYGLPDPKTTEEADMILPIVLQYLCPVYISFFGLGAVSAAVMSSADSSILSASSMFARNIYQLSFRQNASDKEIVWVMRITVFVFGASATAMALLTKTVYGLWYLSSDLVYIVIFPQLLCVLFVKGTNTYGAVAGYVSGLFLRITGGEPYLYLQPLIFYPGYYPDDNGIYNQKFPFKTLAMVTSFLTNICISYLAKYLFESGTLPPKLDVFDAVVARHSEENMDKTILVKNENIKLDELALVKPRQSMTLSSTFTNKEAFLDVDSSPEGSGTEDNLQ
The depositor's hits bear a star; i = inactive; · = no result given.

Structure	OX1R antag	CHT PAM
O=C(CN1CCN(C(c2ccccc2)c2ccccc2)CC1)Nc1ccc(N2CCOCC2)cc1	-17	i
Cc1cc(C)n(C(=O)c2sc3cc(F)ccc3c2Cl)n1	-3	i
CCOc1ccc(S(=O)(=O)NCCCN2CCOCC2)c2ccccc12	-32	i
O=C(CN(CCc1ccccc1)Cc1ccccc1)Oc1ccccc1P(=O)(O)O	-7	i
O=C(/C=C/c1ccccc1[N+](=O)[O-])Nc1cccc(S(=O)(=O)NC2=NCCCCC2)c1	-29	·
O=S(=O)(Nc1ncccn1)c1ccc(NC(=S)Nc2ccc(Cl)cc2)cc1	-16	i
Cc1nc(SCC(=O)c2cc3ccccc3oc2=O)c(C#N)c(-c2cccs2)c1C(=O)Nc1ccccc1	0	i
NC(=O)Cn1nc([N+](=O)[O-])nc1Oc1ccc(Br)cc1	1	i
CCc1nnc(NC(=O)C(=O)NCCOC(=O)c2ccccc2Cl)s1	-25	i
CN(CCc1ccccc1)C(=O)c1cccc(NC(=O)Cc2ccc([N+](=O)[O-])cc2)c1	-1	·
CC(C)c1nnc(NC(=O)CCC2CCCCC2)s1	-11	i
COC(=O)c1c(C)oc(C)c1S(=O)(=O)N(Cc1ccccc1)C(C)C	-17	i
O=C(CSc1ccccc1)N1CCc2ccccc21	-27	i
Cc1[nH]c2ccc(C(=O)NCC(C)(C)N3CCOCC3)cc2c1C	-1	i
O=C(NCC(c1ccco1)N1CCc2ccccc2C1)c1ccccc1 (centres undefined)	-12	i
Fc1cnc(N2CCOCC2)nc1N1CCc2ccccc21	-37	i
COC(=O)c1cccc2c1NC(=O)C2=O	-13	i
COc1cccc(/C=N/NC(=O)c2cccs2)c1	-8	i
COc1ccc(NC(=O)Nc2ccncc2)c(OC)c1	-9	i
C/C(=N\NC(=O)c1ccccc1O)c1ccc(NC(=O)c2ccccc2)cc1	·	i
Cc1ccc(-c2nn3c(C)nnc3s2)cc1NC(=O)c1ccc(OC(C)C)cc1	-15	i
COc1ccc(N2CCN(C(=O)C3CCCN(S(=O)(=O)c4cccc5cccnc45)C3)CC2)cc1 (centres undefined)	-20	i
Oc1ccc(-c2[nH]nc(-c3ccccc3)c2-c2nc3ccccc3[nH]2)cc1	-4	i
CC1(C)Cc2cccc(OCC(=O)OCc3nnc(-c4ccc([N+](=O)[O-])cc4)o3)c2O1	-7	·
COc1cc2c(cc1OC)CN(CCC(=O)c1ccc(Br)cc1)CC2	-24	i

The last 2 records of the section before are carried over, then new ones follow:
Structure	OX1R antag	CHT PAM
CC1(C)Cc2cccc(OCC(=O)OCc3nnc(-c4ccc([N+](=O)[O-])cc4)o3)c2O1	-7	·
COc1cc2c(cc1OC)CN(CCC(=O)c1ccc(Br)cc1)CC2	-24	i
CCOC(=O)c1sc(NC(C)=O)cc1C	-7	i
CCOc1ccc2oc(C(=O)OC(C(=O)NC(N)=O)C(C)C)c(C)c2c1 (centres undefined)	-13	i
CNC[C@H](CC1CCCCC1)NC[C@H](NCCC1CCCC1)[C@H](C)O	-20	i
COc1ccc(C(=O)NNC(=O)c2ccccc2[N+](=O)[O-])cc1[N+](=O)[O-]	-14	i
COc1ccc(OC)c(S(=O)(=O)N2CCC3(CC2)OCCN3S(=O)(=O)c2cccs2)c1	-25	i
O=C(CSc1nc(O)cc(=O)n1-c1ccccc1)NC1CCCCC1	-5	i
O=C(CCn1cnc2ccccc21)N/N=C/c1ccccc1O	-18	i
O=C(O)c1ccc(COc2c(F)c(F)cc(F)c2F)o1	4	i
COCCn1c(SCC(=O)Nc2cc(C(C)(C)C)nn2-c2ccccc2)nnc1-c1ccncc1	-9	i
COc1ccccc1NC(=O)CN1C(=O)NC(CC(C)C)C1=O (centres undefined)	-7	i
CN1C(=O)c2ccc(NC(=S)NC(=O)C(C)(C)C)cc2C1=O	0	i
COC(=O)c1sccc1NC(=O)Nc1ccccc1Cl	·	i
O=C(CN1C(=O)/C(=C/c2ccccc2)SC1=S)NC1C=CS(=O)(=O)C1 (centres undefined)	-14	i
CCOC(=O)c1c(C)[nH]c(C(=O)OCC(=O)Nc2ccccc2)c1C	-12	·
CCOC(=O)C1(CC2CCCCO2)CCN(Cc2cc(F)ccc2-n2cccn2)CC1 (centres undefined)	-30	9.4*
O=C(C1CCC1)N1CCN(S(=O)(=O)c2ccc(F)cc2)CC1	-16	i
O=C(CCn1nnc(-c2cccs2)n1)NC1CCCCC1	-17	i
CCOC(=O)c1oc2c(CN3CCCCC3C)c(O)ccc2c(=O)c1-c1ccc(OC)c(OC)c1 (centres undefined)	-28	i
CC1=C(C(=O)N2CCOCC2)C(c2ccccc2F)NC(=O)N1 (centres undefined)	-7	i
COc1cc(C2C(C#N)=C(N)Oc3c2c(-c2ccccc2)nn3-c2ccccc2)cc(OC)c1OC (centres undefined)	5	i
O=c1ncn(-c2ccccc2F)c2ncccc12	-3	i
COc1ccc(/C=C2/NC(=O)CNC2=O)cc1	-11	i
CCN(CC(=O)Nc1c(F)cccc1F)C(=O)CCCNC(=O)c1ccc(Cl)cc1	-21	i
CC(NC(=O)CNC(=O)c1ccco1)c1ccc(S(N)(=O)=O)cc1 (centres undefined)	-8	i
O=C(NCc1ccco1)c1ccc(CN2CCOCC2)cc1	-8	i
O=C(O)c1ccc(-n2nnnc2SCc2ccccc2F)cc1	1	i
O=C(O)CC12CC3CC(C1)CC(n1ncc(NCc4ccccc4)c(Cl)c1=O)(C3)C2	-9	i
CC1=CC(C)(C)NC(=S)N1c1ccc(C)c(C)c1	-10	i
O=C(CCc1nc(-c2ccccc2F)no1)NC1CCCCCC1	-12	i
O=C(NCC(c1ccco1)N1CCCC1)c1cc(S(=O)(=O)N2CCCCC2)ccc1Cl (centres undefined)	-12	·
C=CCN(c1ccccc1OC)S(=O)(=O)c1ccc(Cl)c(C(=O)Nc2ccc(N3CCOCC3)cc2)c1	-19	i
Cc1ccc2cccc(OCc3cccc([N+](=O)[O-])c3)c2n1	-27	i
COc1cccc(NC(=O)CC(c2ccc(OC(C)C)cc2)c2ccccc2OC)c1 (centres undefined)	-12	i
CC(C)(OC1OC(CO)C(O)C(O)C1O)[C@H]1Oc2ccc3ccc(=O)oc3c2[C@H]1O (some centres undefined)	11	i
c1ccc2c(c1)c1ccccc1n2CN1CCOCC1	-5	i
COCCn1c(=O)[nH]c2cc(C(=O)N3CCN(c4cccc(C)c4C)CC3)ccc2c1=O	-18	i
CCOC(=O)N1CCN(C(=O)C2CC(=O)N(Cc3ccc(OC)cc3)C2)CC1 (centres undefined)	4	i
COc1ccc(C(=O)NCCCCc2ccccc2)cc1	-29	i
CC(C)N1C(=O)N(c2ccccc2)C(C)(O)CC1(C)C (centres undefined)	0	i
Clc1ccc(NC2(c3nnnn3C3CCCCC3)CCCCC2)cc1	-8	i
Cc1cc2nnc(SCC(=O)NCC(c3ccccc3)N(C)C)n2c2ccccc12 (centres undefined)	-17	i
COc1cc2c(cc1OC)C(C)N(C(=O)C(NC(=O)c1ccccc1)C(C)C)CC2 (centres undefined)	-25	i
Cc1cc(C(=O)NC(=S)Nc2cccc(C(=O)O)c2C)ccc1[N+](=O)[O-]	-4	i
Cc1ccc(NC(=O)c2ccc(CSc3nccc(C)n3)cc2)cc1	-11	i
CC(=O)Nc1ccc(NC(=O)CSc2nnc3c4ccccc4n(C)c3n2)cc1	-34	i
O=C(O)c1cccc(Nc2nc3ccccc3nc2NS(=O)(=O)c2ccc(F)cc2)c1	10	·
Cc1ccc2c(c1)Cc1nc3ccccc3nc1-2	40	i
COc1ccc(CCNC(=O)c2ccc3nc(-c4ccco4)c(-c4ccco4)nc3c2)cc1OC	-3	i
COc1ccc(C(=O)n2cc(C(=O)c3cc(C)ccc3O)cn2)cc1OC	-10	i
Cc1ccc(S(=O)(=O)Nc2ccc3c(c2)C(=O)N([C@H](C)CO)C[C@H](C)[C@@H](CN(C)C(=O)Nc2ccc(C(F)(F)F)cc2)O3)cc1	-6	·

Further structures
Structure	OX1R antag	CHT PAM
C#CCOCCOCCOCCNc1nc(N2CCN(C(=O)[C@H](CCCCN)n3cc([C@@H](N)C(C)CC)nn3)CC2)nc(N2CCN(C(=O)[C@H](Cc3ccc(O)cc3)n3cc([C@@H](N)C(C)CC)nn3)CC2)n1 (some centres undefined)	3	i
CN(/N=C/c1ccc2c(c1)OCO2)c1nc(N2CCOCC2)nc(N2CCOCC2)n1	-17	i
COc1ccc(CNC(=O)CCN2C(=O)c3ccccc3C2=O)cc1OC	15	i
COc1ccc(S(=O)(=O)N2CCOC2CNC(=O)C(=O)NCCc2c[nH]c3ccccc23)cc1 (centres undefined)	-2	i
CC1(C)CC(=O)C(N=Nc2cc3c(cc2[N+](=O)[O-])OCCO3)=C(O)C1	-29	i
N#Cc1c(NCCN)nc(-c2ccccc2)c2c1CCCC2	-11	i
O=C(C1CCCCC1)N1CCN(S(=O)(=O)c2ccc(Br)cc2)CC1	-27	i
Cc1nn(-c2ccccc2C(F)(F)F)c(=O)c2noc(C)c12	-4	i
CCCC(NC(=O)COc1cc2c(c3oc(=O)cc(C)c13)CCC(C)(C)O2)C(=O)O (centres undefined)	-9	i
Cc1ccccc1CC1(CO)CCCN(C(=O)c2cc(-c3ccccc3)no2)C1 (centres undefined)	-3	i
Cc1ccc2nc(-c3ccccn3)cc(C(=O)Nc3ccc(S(=O)(=O)N4CCOCC4)cc3)c2c1	-16	i
CC(C)Oc1ccc(C(=O)CCN2CCCCC2)cc1	-14	i
CC1=NN(C(N)=S)C(=O)C1N=Nc1ccc(Cl)cc1Cl (centres undefined)	·	i
CCc1nc(SCC(=O)NC2CCCC2)c2c(=O)n(C)c(=O)n(C)c2n1	-3	i
COc1cccc(NC(=O)CN2CCCCCC2)c1	-22	i
O=C(O)COc1cccc(NC(=O)C2CCCO2)c1 (centres undefined)	6	i
S=C(NCCSCc1c(Cl)cccc1Cl)Nc1ccccc1	-9	i
COc1ccc(OC)c(NC(=O)c2cc3c(cc2Cl)N2CCCCCC2=NS3(=O)=O)c1	-19	·
CCCCn1nnc(NC(=O)c2ccc(-c3cccc([N+](=O)[O-])c3)o2)n1	-33	i
CCOC(=O)C1(Cc2ccc(OC)cc2)CCN(C(=O)c2sc(C)nc2C)CC1	-11	i
COC(=O)Cc1c[nH]c2cccc(OCC(O)CN(Cc3ccc([N+](=O)[O-])cc3)C(C)(C)C)c12 (centres undefined)	-34	i
O=C(COC(=O)c1ccc(Br)c(S(=O)(=O)N2CCOCC2)c1)NCCc1ccccc1	-20	·
Cc1ccc(-c2n[nH]c3c2C(c2cccc(O)c2)N(c2ccc(C(=O)O)cc2)C3=O)cc1 (centres undefined)	-7	i
O=C(CCc1ccccc1)NNC(=O)Cc1ccccc1	0	i
N#CC(C(=O)NCCc1ccccc1)c1nc2ccccc2nc1N1CCOCC1 (centres undefined)	-28	i
CN(Cc1ccccc1)C(=O)C1CCN(S(=O)(=O)c2ccc(-n3cnnn3)cc2)CC1	-10	i
O=C(O)c1cccc2c1C(=O)c1ccc(-c3ccc(F)cc3OCc3ccccc3)cc1S2(=O)=O	-17	·
Cc1nn(-c2ccccc2)c(C)c1NC(=O)CCl	-3	i
COc1cc(C)c(NC(=S)Nc2ccc(C)c(Cl)c2)cc1OC	-16	i
CC1CCCCN1C(=O)CCC(=O)Nc1nnc(C(F)(F)F)s1 (centres undefined)	-12	i
O=C1CC(c2ccccc2)CC(O)=C1C=NCc1ccc(Cl)c(Cl)c1 (centres undefined)	-19	i
CN(Cc1ccccc1)C(=O)c1ncn(Cc2ccccc2)c1C(=O)N(C)Cc1ccccc1	-8	·
CCOC(=O)c1cc(-c2ccccc2)nc2ccc(C)cc12	-41	i
CC(C)c1ccc(/C=N\NC(=O)c2ccc(Cn3cccn3)o2)cc1	-3	i
CC(NC(=O)CCC(=O)NC(C)c1ccccc1)c1ccccc1 (centres undefined)	-9	i
O=C(c1ccc([N+](=O)[O-])cc1)N1CCN(c2ncccn2)CC1	-3	i
O=C(c1ccccc1)N1CCN(c2ncnc3c2cnn3-c2ccccc2)CC1	-32	i
COc1ccc(N(C)C(=O)c2cc3c(s2)-c2c(C)cccc2OC3)c(OC)c1	-32	i
COc1ccc(-c2nnc(CSc3nc4ccccc4c(=O)n3C)o2)cc1OC	-31	i
Cc1ccccc1NC(=O)Cc1nnc(SCC(=O)N2CCOCC2)n1C	-5	i
COC(=O)C1=C(C)N(c2ccc(C)c(C)c2)/C(=C/c2ccc(O)cc2)C1=O	-16	i
CC(=C1C(=O)c2ccccc2C1=O)N1CCN(CCN=CC2=C(O)CC(C)(C)CC2=O)CC1	-9	i
O=C(O)c1ccc2c(c1)C(=O)N(c1nccs1)C2=O	-3	i

6 entries from above, sorted by heavy-atom count, smallest number first.
Structure	OX1R antag	CHT PAM
Cc1nn(-c2ccccc2)c(C)c1NC(=O)CCl	-3	i
O=C(c1ccc([N+](=O)[O-])cc1)N1CCN(c2ncccn2)CC1	-3	i
O=C1CC(c2ccccc2)CC(O)=C1C=NCc1ccc(Cl)c(Cl)c1 (centres undefined)	-19	i
O=C(c1ccccc1)N1CCN(c2ncnc3c2cnn3-c2ccccc2)CC1	-32	i
CN(Cc1ccccc1)C(=O)c1ncn(Cc2ccccc2)c1C(=O)N(C)Cc1ccccc1	-8	·
O=C(O)c1cccc2c1C(=O)c1ccc(-c3ccc(F)cc3OCc3ccccc3)cc1S2(=O)=O	-17	·

Compound activity (PubChem BioAssay)
